Compound activity as filed in PubChem BioAssay.
NR5A2 inv ag = LRH-1 (NR5A2) inverse agonists, primary screen, cell-based, luminescence, HEK293T, StAR-luciferase reporter; Nuclear receptor subfamily 5 group A member 2 (Homo sapiens), O00482; LRH-1 transfected, 24 h; inhibition, % at 3.6 µM; hit rate 0.13% among 360,000; AID 602396, 2012;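 active = inhibition above the mean inhibition of all tested compounds plus 3 SD, cut at about 73% in these data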;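 also: 0% = DMSO wells and 100% = reporter-only cells lacking LRH-1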
NCOA1 inh = SRC1 coactivator transcriptional activity inhibitors, primary screen, cell-based, luminescence. Nuclear receptor coactivator 1 (Homo sapiens), Q15788. HEK293 GAL4-SRC1 luciferase reporter. inhibition, % at 3.6 µM. hit rate 0.12% among 360,000. AID 588354, 2011;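 active = inhibition above the campaign mean plus 3 SD, with each screening campaign given its own cutoff, cut at about 60% in these data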;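 also: 0% = DMSO treated cells and 100% = gossypol at 36 µM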
Target sequence (Q15788 whole entry, looked up, the tested form may be a part): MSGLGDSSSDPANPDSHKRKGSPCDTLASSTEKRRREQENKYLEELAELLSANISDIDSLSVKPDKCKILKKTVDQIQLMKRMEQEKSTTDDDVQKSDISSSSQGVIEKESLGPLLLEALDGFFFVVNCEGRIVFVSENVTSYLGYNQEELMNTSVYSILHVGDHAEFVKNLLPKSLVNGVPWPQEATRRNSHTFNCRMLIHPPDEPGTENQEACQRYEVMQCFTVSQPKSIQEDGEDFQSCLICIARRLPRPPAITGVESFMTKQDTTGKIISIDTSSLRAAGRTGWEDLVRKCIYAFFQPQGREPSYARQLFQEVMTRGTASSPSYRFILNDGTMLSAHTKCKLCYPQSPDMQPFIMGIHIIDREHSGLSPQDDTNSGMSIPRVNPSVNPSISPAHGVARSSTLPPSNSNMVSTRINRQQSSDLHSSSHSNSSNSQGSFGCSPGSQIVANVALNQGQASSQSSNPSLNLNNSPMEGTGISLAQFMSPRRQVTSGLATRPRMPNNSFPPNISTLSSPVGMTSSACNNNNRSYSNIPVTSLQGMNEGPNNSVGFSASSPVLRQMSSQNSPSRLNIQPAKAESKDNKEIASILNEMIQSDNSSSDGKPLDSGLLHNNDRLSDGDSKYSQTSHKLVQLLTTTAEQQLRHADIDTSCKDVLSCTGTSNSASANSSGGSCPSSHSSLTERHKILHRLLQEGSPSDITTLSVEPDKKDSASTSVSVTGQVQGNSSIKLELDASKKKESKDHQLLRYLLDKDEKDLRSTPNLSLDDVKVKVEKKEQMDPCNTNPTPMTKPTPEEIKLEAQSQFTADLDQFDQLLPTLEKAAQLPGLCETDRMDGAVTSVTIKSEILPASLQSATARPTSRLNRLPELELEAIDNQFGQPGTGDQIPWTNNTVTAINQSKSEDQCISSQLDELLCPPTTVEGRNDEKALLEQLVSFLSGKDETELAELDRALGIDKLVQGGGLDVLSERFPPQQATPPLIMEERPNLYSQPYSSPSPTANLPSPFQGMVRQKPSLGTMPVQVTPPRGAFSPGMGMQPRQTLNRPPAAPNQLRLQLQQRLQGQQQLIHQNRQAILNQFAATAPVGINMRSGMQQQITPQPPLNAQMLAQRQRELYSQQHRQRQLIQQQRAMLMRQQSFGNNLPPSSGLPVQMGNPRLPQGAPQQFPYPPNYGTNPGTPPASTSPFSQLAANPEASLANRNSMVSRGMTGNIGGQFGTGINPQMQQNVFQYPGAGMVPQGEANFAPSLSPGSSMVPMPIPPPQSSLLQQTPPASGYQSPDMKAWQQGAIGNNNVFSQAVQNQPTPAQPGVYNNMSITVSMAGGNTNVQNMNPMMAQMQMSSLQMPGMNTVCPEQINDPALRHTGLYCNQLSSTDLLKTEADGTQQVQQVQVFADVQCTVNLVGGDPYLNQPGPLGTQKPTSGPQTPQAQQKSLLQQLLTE
NCOA3 inh = SRC3 coactivator transcriptional activity inhibitors, primary screen, cell-based, luminescence | Nuclear receptor coactivator 3 (Homo sapiens), Q9Y6Q9 | HEK293 GAL4-SRC3 luciferase reporter | inhibition, % at 3.6 µM | hit rate 0.17% among 360,000 | AID 588352, 2011;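 active = inhibition above a per-campaign cutoff, the mean of all compounds plus 3 SD, cut at about 60% in these data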;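 also: 0% = DMSO-treated cells and 100% = gossypol-treated cells at 36 µM; higher means less SRC3-driven luciferase light from the GAL4 reporter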
Vif imaging = HIV Vif self-association inhibitors, primary screen, imaging, HEK293T, single point. HEK293T cells, Vif self-association by quenched fluorescence, 24 h. inhibition, % at 7.49 µM. hit rate 0.35% among 340,000; in the data active = inhibition above about 50%, passing the limit was not always enough; also: some results filed as inactive read as strong as hits
SRC2 inh = inhibition of GAL4-SRC2 driven luciferase reporter, primary screen, SRC2 inhibitor project, cell-based, luminescence; HEK293 GAL4-SRC2 luciferase reporter; inhibition, % at 9 µM; hit rate 0.17% among 370,000;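 active = inhibition above the mean inhibition of all tested compounds plus 3 SD, set per campaign, cut at about 52% in these data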;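 also: 0% = DMSO treated cells and 100% = cells given Gossypol at 36 µM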
EBV LMP1 NFkB = EBV LMP1-driven NF-kappaB luciferase reporter inhibitors, primary screen, cell-based, luminescence, single point | LMP1-induced NF-kappaB luciferase reporter cells | inhibition, % at 12.5 µM | hit rate 0.69% among 350,000 | AID 504558, 2011; in the data active = inhibition above about 41%;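 also: 0% = neutral control wells and 100% = reference inhibitor control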
COUP-TFII inh = NR2F2 transcriptional activity inhibitors, primary screen, cell-based, luciferase reporter, HEK293T, luminescence. COUP transcription factor 2 (Homo sapiens), P24468. HEK293T NGFI-A luciferase reporter. inhibition, % at 8.6 µM. hit rate 0.7% among 370,000. AID 686940, 2013;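 active = inhibition above a per-plate cutoff, mean inhibition of test wells between control levels plus 3 SD, cut at about 38% in these data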;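 also: cells cotransfected with COUP-TFII expression vector driving the NGFI-A reporter; 0% = median of COUP-TF2 test wells and 100% = reporter-only cells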
C8 TRAIL sens = viability loss with TRAIL in NB7+C8 cells, primary screen, TRAIL sensitizer project, cell-based, ATPlite luminescence. inhibition (viability loss, TRAIL sensitization), % at 10 µM. hit rate 1% among 360,000. AID 624354, 2012;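 active = compounds causing at least 50% loss of cell viability in the single-dose screen, relative to plate controls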
TLR9-MyD88 inh = inhibitors of TLR9-MyD88 association in cells, primary screen, cell-based, CHO, BLA complementation, fluorescence; Toll-like receptor 9 (Homo sapiens) + Myeloid differentiation primary response protein …; CCF4 FRET ratio; inhibition, % at 4.98 µM; hit rate 0.21% among 340,000; AID 504734, 2011;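 active = inhibition above the mean over all tested compounds plus 3 SD, cut at about 21% in these data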;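 also: 0% = DMSO only wells and 100% = clavulanate BLA inhibitor control wells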
TROY signal inh = inhibitors of TROY-driven NF-kB signaling, primary screen, Q293 LMP1-TROYcd cells, NF-kB luciferase, uHTS. Q293 LMP1-TROYcd NF-kB luciferase reporter, 4 h. inhibition, % at 10 µM. hit rate 0.98% among 360,000;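 active = compounds whose plate-normalised and pattern-corrected inhibition of the luciferase reporter signal at the single screening dose is 50% or more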
NOD2-RIPK2 inh = NOD2-RIPK2 binding disruptors in cells, primary screen, fluorescence, CHO cells, BLA complementation. CCF4 ratio. inhibition, % at 4.98 µM. hit rate 0.38% among 360,000; in the data active = inhibition above about 21%;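 also: 0% = vehicle only and 100% = reference blocker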
* = called active by the depositor; x = no result given.

SMILES	NR5A2 inv ag	NCOA1 inh	NCOA3 inh	Vif imaging	SRC2 inh	EBV LMP1 NFkB	COUP-TFII inh	C8 TRAIL sens	TLR9-MyD88 inh	TROY signal inh	NOD2-RIPK2 inh
O=C(NC1CCCC1)C1C(c2ccccc2)=Nc2ccccc2N1C(=O)c1cc(Cl)cc(Cl)c1 (stereo not drawn)	9	x	x	x	10	x	-3	-3	x	x	-8
O=C(NCCCn1ccnc1)c1cc2ccccc2oc1=O	2	-15	25	-10	-9	-1	-1	-5	4	-5	-7
Cc1ccc(C(=O)CSc2nc(C)cc(=O)[nH]2)cc1	2	-2	-4	4	-10	-2	-15	-5	-5	11	2
COc1ccc(-c2nnc(SCc3c(C)noc3C)n2N)cc1OC	11	-8	7	2	-20	2	-1	8	-1	1	-1
COc1ccc(OCCCC(=O)OC(C)C(=O)Nc2ccc(NC(C)=O)cc2)cc1 (stereo not drawn)	-7	6	-17	-8	-9	-1	-15	2	-16	15	-1
NC(=O)COC(=O)/C=C/c1ccc(S(=O)(=O)N2CCCCCC2)cc1	6	3	-6	-5	2	5	3	13	-7	21	-12
COc1ccc(CN2C(=NC(=O)c3ccccc3)SC3CS(=O)(=O)CC32)cc1OC (stereo not drawn)	-11	-6	2	0	-14	11	-7	-4	-6	14	0
O=C(COC(=O)c1cccnc1Cl)c1ccc(OC(F)F)cc1	1	-5	-6	-4	7	-8	-5	4	-2	0	-7
CCC1C(=O)CC(c2ccccc2)NC1c1ccccc1 (stereo not drawn)	6	6	4	6	0	9	10	-1	5	9	-10
CC(C)CC1NC(=O)c2cc3ccccc3cc2-n2c1nc1cc(Cl)ccc1c2=O (stereo not drawn)	-6	-3	-16	x	-17	1	5	27	2	23	-11
N/C(=N\N=C\c1ccc(O)cc1)c1nonc1N	-158	-91	-94	1	-37	-32	-45	18	-4	-50	-15
Cc1cc(OCC(=O)NCCCN2CCOCC2)c2c(C)c(C)c(=O)oc2c1	4	-17	0	0	-22	8	-8	19	3	-14	-21
Cc1ccc(S(=O)(=O)N2CCCCC2)cc1NC(=O)c1ccncc1	-7	-24	12	3	-15	7	18	-11	-2	6	-16
Nc1nonc1C(=O)NCCNC(=O)c1cccc(Cl)c1	4	-5	11	-17	-9	-4	13	-8	-4	15	4
CC(=O)Nc1ccc(S(=O)(=O)N2CCN(S(=O)(=O)N3CCCCC3)CC2)cc1	-7	-3	14	-3	-13	0	-8	6	-5	0	-5
Cc1cc(OC(C)C(=O)NNC(=O)Nc2ccc(F)cc2F)cc(C)c1Cl (stereo not drawn)	-10	-8	18	-7	-18	-6	20	-4	-10	6	-9
CC(=O)Oc1ccc(-c2nc3c(C)cccc3c(=O)o2)cc1	0	-6	0	3	-1	6	4	-2	-10	4	-2
O=C(NCCCCCCNC(=O)C1CCCC1)C1CCCC1	18	-9	12	-13	-8	2	8	1	1	6	10
O=c1c2ccccc2nc2n1CCC2O (stereo not drawn)	-11	-7	-4	-8	-29	7	-8	0	9	8	-3
O=C(C(Cc1ccccc1)n1cccc1)N1CCN(c2cccc(Cl)c2)CC1 (stereo not drawn)	-17	-13	-14	0	-9	-6	4	-1	3	13	3
Cc1ccc2oc(=O)c3cnn(CC(=O)NCCCOC(C)C)c3c2c1	-12	13	-16	1	-18	6	11	-11	1	-4	0
CC1(C(=O)Nc2ccc(S(=O)(=O)Nc3ncccn3)cc2)CCCC1	-8	-1	1	2	-21	4	-1	18	7	-2	-11
CC(C)c1ccc(NC(=O)C2C3C=CC(CC3)C2C(=O)O)cc1 (stereo not drawn)	5	-4	13	3	2	2	6	5	-11	-7	-3
Nc1sc(-c2ccccc2)n[n+]1Cc1cccc2cccnc12	12	-4	7	5	27	4	-8	7	-1	5	16
Cc1occc1-c1nnc(SCc2nnc(-c3ccc(Cl)cc3)o2)n1C	-11	-29	3	-1	-8	-6	-16	11	1	-62	-8
CCOc1ccc2nc(NC(=O)C3CCCN(S(=O)(=O)c4cccc5nonc45)C3)sc2c1 (stereo not drawn)	4	9	9	-10	-1	7	0	-4	-9	21	-15
O=C(NCCN1CCc2ccccc2C1)C1CCN(S(=O)(=O)N2CCCCC2)CC1	3	5	2	-10	-22	1	-5	12	-6	-8	-5
COc1ccc(CN2C(=O)C(Cc3ccccc3)Nc3ncnc(N4CCCCC4)c32)cc1 (stereo not drawn)	2	-2	5	0	x	-5	x	-10	-3	-14	-3
O=C(Nc1ccc2c(c1)OCCO2)C1CCN(c2ncccn2)CC1	-9	-6	-24	-13	-26	0	16	6	0	-11	-10
COc1ccccc1/C=C\C=N\NC(=O)CCn1nnc2ccccc21	26	11	-10	-10	16	0	9	-8	1	-2	-9
Cn1c(C2=C(O)CN(c3ccc4c(c3)OCCO4)C2=N)nc2ccccc21	5	-6	-9	8	-13	-7	-19	2	-11	-8	-9
COc1ccc(C2NC(=S)N(c3ccccc3)C(C)=C2C(=O)Nc2ccccc2)cc1 (stereo not drawn)	-6	-4	0	-12	-49	-15	16	1	8	16	-5
Clc1cc(Cl)c2nc(N3CCCC3)sc2c1	-41	-42	-56	5	-15	-12	-23	17	5	-38	-6
O=C(COc1ccc2c(c1)CCC2)N1CCc2ccccc21	-84	-71	-88	-4	-52	-26	-32	12	3	-77	0
Cc1coc2c1c(C)cc1oc(=O)c(CC(=O)NCC(=O)N[C@H](C(=O)O)C(C)C)c(C)c12	3	0	0	-2	-24	4	-2	6	4	8	2
CS(=O)(=O)N(CC(=O)NCC1CCCO1)c1cccc([N+](=O)[O-])c1 (stereo not drawn)	2	-4	17	6	-11	-2	1	-6	-2	4	-4
Cc1cccc(NC(=O)c2ccc3c(=O)n4c(nc3c2)CCCCC4)n1	-160	-98	-126	-11	-5	21	-35	38	-7	40	-10
CC#CC(=O)N1CCC(n2nccc2NC(=O)CCc2ccccc2)CC1	17	4	9	x	-7	7	-13	-21	-1	6	-7
Cc1ccc(-c2nn(-c3ccccc3)cc2C2CC(c3ccccc3)=NN2C(=O)CCC(=O)O)cc1 (stereo not drawn)	-2	-16	13	-1	8	-3	-3	2	11	-1	-3
CC(C)(C)C(=O)NC(=S)Nc1sc2c(c1C(N)=O)CCC2	-31	-36	-37	-7	15	-11	-25	-13	-7	35	5
CCOC(=O)CNC(=O)Cn1cnc2ccc(S(=O)(=O)N3CCC(C)CC3)cc2c1=O	-26	5	0	5	-15	-5	4	-15	-1	-24	13
Cc1cc2cc(CNC(=O)CCC(=O)O)ccc2[nH]1	0	-25	-6	7	-19	7	-6	7	-4	9	-11
CCN(CC)S(=O)(=O)c1ccc2c(c1)oc(=O)n2CC(=O)N(C)C1CCCCC1	5	-2	7	-2	-15	1	0	-6	2	22	-2
CC(C)(C)c1cc(NC(=O)C2(C)CCN2C(=O)c2ccccc2CCc2ccccc2)no1 (stereo not drawn)	7	-6	-6	-7	11	x	17	10	x	-17	2
Cc1cc(C(=O)OCC(=O)N2CC(C)OC(C)C2)c2ccccc2n1 (stereo not drawn)	21	-6	-7	8	7	2	-2	-1	-3	15	-17

Part of the list above, with bars between the fields:
canonical_smiles | NR5A2 inv ag | NCOA1 inh | NCOA3 inh | Vif imaging | SRC2 inh | EBV LMP1 NFkB | COUP-TFII inh | C8 TRAIL sens | TLR9-MyD88 inh | TROY signal inh | NOD2-RIPK2 inh
Cc1coc2c1c(C)cc1oc(=O)c(CC(=O)NCC(=O)N[C@H](C(=O)O)C(C)C)c(C)c12 | 3 | 0 | 0 | -2 | -24 | 4 | -2 | 6 | 4 | 8 | 2
CS(=O)(=O)N(CC(=O)NCC1CCCO1)c1cccc([N+](=O)[O-])c1 (stereo not drawn) | 2 | -4 | 17 | 6 | -11 | -2 | 1 | -6 | -2 | 4 | -4
Cc1cccc(NC(=O)c2ccc3c(=O)n4c(nc3c2)CCCCC4)n1 | -160 | -98 | -126 | -11 | -5 | 21 | -35 | 38 | -7 | 40 | -10
CC#CC(=O)N1CCC(n2nccc2NC(=O)CCc2ccccc2)CC1 | 17 | 4 | 9 | x | -7 | 7 | -13 | -21 | -1 | 6 | -7
Cc1ccc(-c2nn(-c3ccccc3)cc2C2CC(c3ccccc3)=NN2C(=O)CCC(=O)O)cc1 (stereo not drawn) | -2 | -16 | 13 | -1 | 8 | -3 | -3 | 2 | 11 | -1 | -3
CC(C)(C)C(=O)NC(=S)Nc1sc2c(c1C(N)=O)CCC2 | -31 | -36 | -37 | -7 | 15 | -11 | -25 | -13 | -7 | 35 | 5
CCOC(=O)CNC(=O)Cn1cnc2ccc(S(=O)(=O)N3CCC(C)CC3)cc2c1=O | -26 | 5 | 0 | 5 | -15 | -5 | 4 | -15 | -1 | -24 | 13

(continued)
SMILES	NR5A2 inv ag	NCOA1 inh	NCOA3 inh	Vif imaging	SRC2 inh	EBV LMP1 NFkB	COUP-TFII inh	C8 TRAIL sens	TLR9-MyD88 inh	TROY signal inh	NOD2-RIPK2 inh
CC(C)(C)S(=O)N1Cc2cc(C(=O)N3CCOCC3)nc(-c3cccc(Br)c3)c2[C@@H]1CCO (stereo partly drawn)	-12	4	2	x	-1	x	5	3	x	-19	2
CC(=O)NC1CC2CCCC(C1)N2C(=O)Nc1ccccc1C (stereo not drawn)	-4	11	-15	2	-3	-12	-1	-9	6	4	-4
COc1cccc(-n2c(C)n[nH]c2=O)c1	10	-2	4	5	-19	-14	8	-5	-7	0	-13
C/C=C/C(=O)OCC(=O)Nc1ccc(F)cc1Cl	19	2	-11	39	13	1	4	-17	7	-11	-1
Cc1oc(-c2cccs2)nc1CS(=O)CC(=O)NCCCN1CC(C)CC(C)C1 (stereo not drawn)	-20	-6	-8	-8	13	2	16	2	13	11	-3
O=C(CCc1ccc(S(=O)(=O)N2CCOCC2)cc1)NCCCN1CCCC1=O	4	13	-2	-2	-14	-2	-13	-6	-5	-6	-14

The list is partial, so the mix of outcomes need not match the whole.
